# High-throughput results: PubChem, Sanford-Burnham Center for Chemical Genomics
# H9c2 TAG inh: triacylglycerol accumulation inhibition | 230,000 compounds, 0.66% hits | AID 651582 | H9c2 cells, Nile Red lipid (TAG) fluorescence; cells loaded with 200 µM oleic acid | inhibition, % at 12.5 µM;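 active = pattern-corrected inhibition of lipid staining of at least 50% with the nuclear-stain viability signal not falling by more than 50%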;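 also: 0% = DMSO wells and 100% = triacsin C control wells; some results filed as inactive read as strong as hits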
# H9c2 TAG inh DAPI viability: recorded beside H9c2 TAG inh, whose call it bears; DAPI nuclei signal change (viability), lower = more cytotoxic, %;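 whole-well DAPI fluorescence read on a plate reader as a viability signal; minus 50 percent equals half of cells still viable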
# The depositor's hits bear a star.
smiles	H9c2 TAG inh	H9c2 TAG inh DAPI viability
CC(NC(=O)c1ccccc1NC(=O)c1ccncc1)c1ccccc1 (stereo not drawn)	-3	-5
Cc1onc(-c2c(F)cccc2Cl)c1C(=O)N(C)C1CCCCC1	-11	6
COCCN1C[C@@H](CO)O[C@@H](n2cnc3c(NC4CCC4)ncnc32)C1	1	-4
Nc1ncn(C(=S)Nc2ccccc2)n1	-2	-2
O=C(CNC(=O)c1cccc(Br)c1)N/N=C/c1cn[nH]c1-c1ccccc1	0	1
CCOC(=O)c1sc2ncn(CC(=O)NCC3CCCO3)c(=O)c2c1C (stereo not drawn)	-2	-3
Nc1nc(SCC(=O)NC2CCCC2)[nH]c(=O)c1NC(=O)c1cccs1	17	-11
Cn1cccc1C(=O)OCC(=O)N1c2ccccc2NC(=O)C1(C)C	-14	-5
Cc1cc(OCC(=O)NN2C(=O)c3ccccc3C2=O)ccc1Cl	-10	10
COc1ccc(N=Nc2cc(C)c(O)c(CN3CCCCC3)c2)cc1	10	6
CCN(CC)c1cc(C)c(C#N)c2nc3ccccc3n12	2	4
CCS(=O)(=O)CCn1c([N+](=O)[O-])cnc1C	-14	3
Cc1cc(C)n(-c2ccc(C(=O)OCC(=O)Nc3ccccc3F)cc2)n1	-11	0
O=C(COc1ccc2ccc(=O)oc2c1)N1CCN(c2ccccc2)CC1	-5	3
CC(C)CC(c1nnnn1C1CCCC1)N1CCN(C(=O)c2ccco2)CC1 (stereo not drawn)	12	-21
O=C(O)CNS(=O)(=O)Cc1ccccc1	1	0
COc1ccc(CCN(C)C(=O)C2CCN(C(=O)Nc3ccccc3)CC2)cc1OC	-3	9
O=[N+]([O-])c1ccc(OCC2CC(c3ccccc3)=NO2)cc1 (stereo not drawn)	-4	0
CC(C)c1ccc(OCC(=O)Nc2c3c(nn2C(C)(C)C)CS(=O)(=O)C3)cc1	-17	3
CC(C)c1nc(SCC(=O)Nc2ccc([N+](=O)[O-])cc2Br)n[nH]1	-20	4
CC(C)C(NC(=O)c1ccccc1)C(=O)OCC(=O)N1CCCC1 (stereo not drawn)	-3	7
O=C(NC(=S)NC1CCCCC1)c1ccccc1[N+](=O)[O-]	13	2
N#CC1=C(N2CCCCC2)c2cc3c(n2C1=O)CCCC3	3	12
CCOC(=O)c1oc2ccc(S(=O)(=O)n3nc(-c4ccccc4)cc3N)cc2c1C	-23	8
CCOc1cc(N2CCOCC2)c(OCC)cc1NC(=O)c1ccc2ccccc2n1	12	-16
CC(C)(C)OC(=O)N1CCC(c2cc(-c3cccs3)n[nH]2)CC1	-30	-13
Cc1ccc(C(=O)/C=C/Nc2ccccc2C(N)=O)cc1	-3	4
CC1CCCCC1NCC#CCOc1ccc(Cl)cc1 (stereo not drawn)	11	13
Cc1ccc(S(=O)(=O)N(C)c2ccc(C(=O)Nc3c(C)n(C)n(-c4ccccc4)c3=O)cc2)cc1	6	-1
CCOc1cc(N2CCOCC2)c(OCC)cc1NC(=O)COc1cccc2cccnc12	-5	-5

# In another format: 4 of the compounds above
SMILES: COc1ccc(CCN(C)C(=O)C2CCN(C(=O)Nc3ccccc3)CC2)cc1OC
  H9c2 TAG inh = -3	H9c2 TAG inh DAPI viability = 9
SMILES: CC(C)C(NC(=O)c1ccccc1)C(=O)OCC(=O)N1CCCC1 (stereo not drawn)
  H9c2 TAG inh = -3	H9c2 TAG inh DAPI viability = 7
SMILES: Nc1nc(SCC(=O)NC2CCCC2)[nH]c(=O)c1NC(=O)c1cccs1
  H9c2 TAG inh = 17	H9c2 TAG inh DAPI viability = -11
SMILES: O=C(CNC(=O)c1cccc(Br)c1)N/N=C/c1cn[nH]c1-c1ccccc1
  H9c2 TAG inh = 0	H9c2 TAG inh DAPI viability = 1

# Next part.
smiles	H9c2 TAG inh	H9c2 TAG inh DAPI viability
O=C(C1CC1)N1CCCN(C(=O)C2CC2)CC1	2	-8
CC1(C)SCC(C(=O)O)N1C=O (stereo not drawn)	-2	0
COc1ccccc1CN=C1NC(=O)C(CC(=O)Nc2ccc(OC)c(OC)c2)S1 (stereo not drawn)	1	-6
COc1cc(CNCCCN2CCOCC2)cc(Br)c1OCc1ccc(Cl)cc1	18	38
Cn1cnc([N+](=O)[O-])c1Sc1ccncn1	10	1
Cc1cc(C(=O)NNC(=O)c2cccc(S(=O)(=O)N3CCOCC3)c2)c2ccccc2n1	5	-22
CCc1ccc(OCc2nnc(SCCN3CCOCC3)n2C)cc1	-8	6
COc1ccccc1C(=O)NNC(=O)c1ccccc1	0	-7
COc1ccc(Cc2nc3ccc(C(=O)N(C)Cc4nccn4C)cc3o2)cc1	-9	2
Cc1ccc2c(c1)C1CN(C)CCC1N2C(=S)NC(=O)c1ccc(Cl)cc1Cl (stereo not drawn)	9	0
Cc1ccc(C(C)(C)NC(=O)C2CCC(=O)N(C3CCCCCC3)C2)cc1 (stereo not drawn)	21	-5
CSc1cccc(NC(N)=O)c1	14	-3
O=C([C@@H]1CCCN1C(=O)c1cccs1)N1CCN(S(=O)(=O)c2ccccc2F)CC1	10	-2
CCOc1ccc(NC(=O)OCCN2CCN(CCc3ccccc3)C(C)C2)cc1 (stereo not drawn)	0	5
O=C(NNC(=O)c1ccccc1Cl)c1ccc2c(=O)n3c(nc2c1)CCC3	-14	-3
CCCCc1nc2cc(C(=O)N3CCCCC3CC(=O)OCC)ccc2o1 (stereo not drawn)	7	-9
O=C(CC1(O)C(=O)N(CCc2ccccc2)c2ccccc21)c1ccccn1 (stereo not drawn)	5	-3
COc1ccc(C(CNC(=O)Cc2ccccc2F)N2CCCCC2)cc1 (stereo not drawn)	8	-1
CCCCS(=O)CC(COc1ccc(Cl)cc1)OC(=O)c1ccccc1 (stereo not drawn)	13	-2
O=C1C2C3C=CC([C@@H]2C(=O)N1C1CC1)[C@H]1C(=O)N(C2CC2)C(=O)C31 (stereo partly drawn)	7	-13
O=C(/C=C/c1ccc(S(=O)(=O)N2CCOCC2)cc1)NCc1ccccc1	4	-7
N#Cc1ccc(C2=CC(=O)C[C@H](c3ccc(F)cc3)C2)cc1	17	11
O=C(CSC1=NC(=O)C(Cc2ccccc2)C(=O)N1)Nc1ncc(Br)cc1Br (stereo not drawn)	-2	-9
CN(C)C(CNC(=O)c1cc(S(=O)(=O)N(C)c2ccc(F)cc2)ccc1Cl)c1ccco1 (stereo not drawn)	-2	-3
CCn1cc([N+](=O)[O-])c(C(=O)N2N=C(c3ccc4ccccc4c3)CC2c2ccccc2O)n1 (stereo not drawn)	71*	-7.2*
NC(Cc1ccc(O)c([N+](=O)[O-])c1)C(=O)O (stereo not drawn)	-10	11
CN(C(=S)NC(=O)Cc1ccccc1)c1ccccc1	-10	26
O=C(CSC(=S)N1CCCC1)N1CCN(S(=O)(=O)c2cccc([N+](=O)[O-])c2)CC1	9	1
O=C(CN1CCN(CCO)CC1)Nc1ccccc1	16	-8
COc1cc2c(cc1OC)[C@@H](NC(=O)CCc1ccccc1)[C@H](O)C2	2	-6

# Exported field by field: part of the list above.
NC(Cc1ccc(O)c([N+](=O)[O-])c1)C(=O)O (stereo not drawn)
  H9c2 TAG inh: -10
  H9c2 TAG inh DAPI viability: 11

CN(C(=S)NC(=O)Cc1ccccc1)c1ccccc1
  H9c2 TAG inh: -10
  H9c2 TAG inh DAPI viability: 26

O=C(CSC(=S)N1CCCC1)N1CCN(S(=O)(=O)c2cccc([N+](=O)[O-])c2)CC1
  H9c2 TAG inh: 9
  H9c2 TAG inh DAPI viability: 1

# The list continues.
smiles	H9c2 TAG inh	H9c2 TAG inh DAPI viability
Cc1ccnc(Nc2nc(-c3ccc(O)cc3)cs2)c1	13	3
NC(Cc1ccc(C(F)(F)F)cc1)c1csc(NC(=O)Nc2ccccc2)n1 (stereo not drawn)	28	-5
C/C(N)=C(/C#N)C(=O)COC(=O)c1oc2ccccc2c1COC(C)C	-6	-3
CN(C)c1ccc(NC(=O)c2ccc(N3CCOCC3)nc2)cc1	-5	-1
COP(=O)(OC)C(Nc1cc(Cl)cc(Cl)c1)c1cccc(O)c1 (stereo not drawn)	4	-10
COc1ccc(N2C(=O)CC(N3CCOCC3)C2=O)cc1 (stereo not drawn)	8	2
C/C(=N\NS(=O)(=O)c1ccccc1)c1ccccc1	4	-4
O=C1CCc2cc(S(=O)(=O)NCc3ccc(F)cc3)cc3c2N1CC3	-7	2
COc1ccc(CC(=O)NC(C)(C)C)cc1S(=O)(=O)N1CCOCC1	2	-5
O=C1C=CC(=O)N1CCNc1ncc(C(F)(F)F)cc1Cl	11	5
COc1cccc(CN2CC(C(=O)NCCCc3ccncc3)CCC2=O)c1 (stereo not drawn)	-10	0
NNCCc1ccccc1	1	-2
COc1ccc(C2=NN(C(=O)COc3ncnc4ccccc34)C(c3ccco3)C2)cc1 (stereo not drawn)	27	-10
CCOC(=O)N1CCN(C(=O)COC(=O)C2CCN(S(=O)(=O)c3ccc(C)c(C)c3)CC2)CC1	-8	1
Cc1oc2cc(O)ccc2c(=O)c1Oc1ccccc1	10	9
O=C(Cc1ccccc1)NCC(=O)N/N=C/c1ccc(C(=O)O)cc1	15	0
O=C(Cn1cnc2c(OCc3ccccc3)ncnc21)NCc1nc2ccccc2[nH]1	12	2
CC(C)(C)NC(=O)COC(=O)c1ccccc1NC(=O)c1ccco1	4	8
Cc1cc(NC(=O)c2ccc(S(=O)(=O)Nc3ccccc3)cc2)no1	-11	-3
O=C(O)CCCNS(=O)(=O)c1ccc(NCc2ccccc2)c(C(=O)O)c1	-6	2
CCOC(=O)C1CCN(C(=O)c2ccccc2)c2scc(-c3ccccc3)c2C1=O (stereo not drawn)	-21	-17
CN(CC(=O)Nc1ccccc1Br)C(=O)c1cc2c(s1)CCCCC2	17	9
COc1cccc(CN(C)S(=O)(=O)c2c(C)noc2C)c1OC	-10	2
Cc1ccc(NC(=O)CN(C)C(=S)NC2CC2)cc1	-2	2
COCCNS(=O)(=O)c1cc(OC)c(C)cc1C	3	0
CCCCn1c(N)c(N(CC)C(=O)c2ccc3c(c2)S(=O)(=O)c2ccccc2C3=O)c(=O)[nH]c1=O	-1	0
CCCCN(C(=O)c1cc(CC)c(C)s1)c1c(N)n(CCC)c(=O)[nH]c1=O	4	3
O=C(O)C(Cc1cc2ccccc2[nH]1)N1C(=O)C2CC=C(Cl)CC2C1=O (stereo not drawn)	-3	-5
Cn1c(-c2ccsc2)c(-c2cccs2)c2cc(-c3ccc4[nH]ccc4c3)ccc21	-22	-5
CCCC(C)NC(=S)Nc1cc(C)cc(C)c1 (stereo not drawn)	0	4
N#Cc1cnn2cc(CCN3CCOCC3)c(-c3ccc(F)cc3)nc12	-5	-6
O=C(c1ccc(Cn2c(=S)[nH]c3ccc(N4CCOCC4)cc3c2=O)cc1)N1CCN(c2ccc(F)cc2)CC1	-8	29
Cc1cccc(C(=O)Nc2ccc(N3CCN(c4ccc(C(F)(F)F)cn4)CC3)nc2)c1	3	-3
CC(C)c1[nH]nc2c1C(c1ccco1)C(C#N)=C(N)O2 (stereo not drawn)	-2	5
CCOc1ccc(S(=O)(=O)N(CC)CC)cc1N	-2	10
c1ccc(Oc2cccc(OCCn3cncn3)c2)cc1	22	-4
Cc1cccc(-c2nc(CSCC(=O)NCCCN3CCOCC3)c(C)o2)c1	12	6
CC1Cc2nc(SCC(=O)Nc3ccc(F)cc3)n(C)c(=O)c2S1 (stereo not drawn)	-23	15
CC(NC(=O)C(c1ccccc1)c1ccccc1)C(=O)N1CCCCC1 (stereo not drawn)	-43	3
CCOC(=O)c1c2c(c(=S)n(-c3ccccc3)c1N)CCC2	14	4
Fc1ccc(-n2nnc(-c3nccs3)n2)cc1	-10	-6
COC(=O)c1ccc(Nc2cc(C)nc3ccccc23)cc1	10	0
NC(=O)c1cc(-c2ccccc2)nc(N2CCOCC2)n1	52*	-7.1*
COc1ccc(-c2ccc(CN3C(C(C)C)C(=O)N(Cc4cn(CC5CCCCC5)nn4)CCS3(=O)=O)cc2)cc1 (stereo not drawn)	3	9
C=CCN(CC(=O)NC1CC1)S(=O)(=O)c1cccc(C(F)(F)F)c1	-12	0
CCOC(=O)C1=C(C)Nc2nc(SCC)[nH]c(=O)c2C1c1ccncc1 (stereo not drawn)	6	-11
Cc1ccsc1-c1nc(CN2CCN(C)C(=O)[C@@H]2C)c(C)o1	7	1
COc1cccc(Nc2nnc(SCC3CCCCO3)s2)c1 (stereo not drawn)	-6	3
CCC(NC(=S)NC1CCCCC1)c1ccc(C)cc1 (stereo not drawn)	-22	-3
Cc1ccc(Sc2cc(C(F)(F)F)nc(N(C)C)n2)cc1	-7	-7

# Next part
smiles	H9c2 TAG inh	H9c2 TAG inh DAPI viability
Cc1cccc(-c2cc(C(=O)Nc3ccc4c(c3)OCCO4)c3ccccc3n2)c1	39	13
Cc1cccc2nnc(-c3ccccc3)n12	0	-1
COC(=O)c1ccc(C(=O)OC)c(NC(=O)CSc2nc(-c3ccco3)cc(C(F)(F)F)n2)c1	-6	7
N#Cc1ccccc1OCC(O)CS(=O)(=O)c1ccccc1 (stereo not drawn)	8	2
C/C(=N\Nc1nc2c(s1)CCCC2)c1ccc(Cl)cc1	22	1
Cc1c(-c2ccc(F)cc2)nc(N)c(C#N)c1-c1cccnc1	-42	6
O=c1c2ccccc2nnn1Cc1ccc2ccccc2c1	-3	7
CN(C(=O)COC(=O)c1cc2ccccc2oc1=O)C1CCCCC1	-1	-6
COc1ccc(CCNC(=O)Cn2cnc3sc(C)c(-c4ccc(F)cc4)c3c2=O)cc1OC	-10	5
COC(=O)c1ccc(CN2CCCC(C(=O)Nc3ccc(-c4ccn[nH]4)cc3)C2)cc1 (stereo not drawn)	14	-9
Cc1cc(C)cc(-n2c(C)cc(/C=N/NC(=O)CSc3ncccn3)c2C)c1	33	-2

# These rows are one share of the data (hit frequency here may not be typical).
